Dynein cargo inh = dynein cargo transport inhibition | 3617.4 mouse cells, GR-EGFP nuclear translocation imaging; test concentration mostly 20 µM; stimulated with dexamethasone, 1 µM; hits give low values | z-score, hits read low | actives 0.47% (n = 220,000);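 active = plate z-score of nuclear minus cytoplasmic receptor signal below a set negative limit, without overly bright fluorescence or cell loss, cut at about -3.5 in these data, passing the limit was not always enough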;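 also: z-score of nuclear minus cytoplasmic ring GR-EGFP intensity difference per well; some compounds called inactive have numbers as strong as hits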
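Medium: Induction medium lacking tetracycline, stripped serum | Probe or stimulus: 1.0 µM final dexamethasone stimulus | Schedule: 48 h induction, then 1 h compound, then 30 min agonist, 37 °C | Signal: Automated 10x imaging of fixed Hoechst-stained cells | Evaluation: Per-cell GR-EGFP intensity, nucleus versus surrounding cytoplasmic ring, well-averaged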
Yfh1-depleted yeast = mitochondrial function rescue without frataxin homolog – Friedreich's ataxia, plus single-dose screen, dose response (AID 1465). S. cerevisiae Yfh1-off respiration, WST-1 reduction, 72 h; higher fold induction means a stronger effect. one-dose fold induction at 50 µM; EC50 in µM for titrated hits. actives 0.074% (n = 220,000);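 active = fold induction of absorbance versus untreated yeast above a set limit, then at least 30% activation at any dose in follow-up; inconclusive = repeats straddling the limit, or above it without dose testing; inactive = fold induction below the set limit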;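 also: activators that raise dye reduction in frataxin-depleted yeast; strong numbers were not always called active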
P. falciparum M1AAP = malaria alanyl aminopeptidase activity blockers – biochemical, fluorogenic H-Leu-NHMec substrate, 1536-well (AID 1445); one-dose inhibition, % at 30 µM; IC50 in µM for titrated hits; actives 0.42% (n = 220,000); recombinant M1AAP, H-Leu-NHMec fluorogenic kinetic assay; higher % means a stronger effect;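 active = primary inhibition above the hit cutoff, then over 50% inhibition at one or more dose response concentrations, cut at about 23% in these data, passing the limit was not always enough; inconclusive = conflicting primary data, or primary hits not chosen for dose response; inactive = low primary inhibition, or under 50% at every dose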;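 also: plate controls were DMSO full reaction for no effect and no enzyme background for full effect; strong numbers were not always called active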
M17LAP inhibition = P. falciparum M17LAP inhibitors, primary screen, biochemical, fluorogenic H-Leu-NHMec substrate, 1536-well (AID 1619) | actives 0.38% (n = 220,000) | inhibition, % at 30 µM; hits with a dose series show IC50 in µM | recombinant M17LAP, H-Leu-NHMec fluorogenic kinetic assay; higher % means a stronger effect;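 active = compound inhibiting the enzyme by more than half at any dose during confirmatory dose-response retesting; inconclusive = strong single-dose inhibitors picked by rank but not retested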;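 also: plate controls were full reaction with DMSO carrier for no effect and no enzyme background for full effect; strong numbers were not always called active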
Insulin prom up = MIN6 insulin promoter up-regulation; MIN6 insulin promoter-GFP reporter, high-content imaging; hits give high values; z-score at 5 µM; actives 0.3% (n = 190,000);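 active = z-score above 3 at 5 µM with at least 500 cells counted in the well; inconclusive = wells under 500 cells, flagged as cytotoxic or low count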
Autophagy HCS = modulators of autophagy | actives 0.98% (n = 190,000) | calls only at 10 µM (by protocol) | MEF GFP-LC3 puncta imaging; test concentration mostly 10 µM;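 active = percentage of spot-positive cells more than 3 SD above its plate mean, without a fluorescence outlier flag or 80% toxicity; inconclusive = no clear call, values can overlap the other calls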;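 also: spot-positive cell cutoff set from DMSO-treated cells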
CSM14.1 death rescue = rescue of cells from ER stress-induced death, primary screen, 384-well, CSM14.1, thapsigargin, ATP luminescence (AID 1222); CSM14.1 thapsigargin-induced death rescue, ATP luminescence; higher % means a stronger effect; one-dose cellular ATP content (survival), % at 20 µM; EC50 in µM for titrated hits; 190,000 tested, under 10 active;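 active = EC50 below 50 µM in the dose-response confirmation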;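 also: death triggered by thapsigargin at about 15 µM added after 2 h compound pretreatment; cell ATP read after overnight thapsigargin exposure of roughly 18 to 22 hours; normalized against plate controls of thapsigargin alone and 5% DMSO vehicle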
MT stabilize HCS = microtubule stabilizers in HeLa cells. HeLa tubulin immunostaining HCS, 24 h; share of cells brighter than vehicle mean+2SD. actives 0.83% (n = 200,000). % tubulin-high responders, % at 10 µM. AID 2205;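 active = plate Z-score above 3 for both tubulin-high and condensed-nucleus cell shares, with cell loss under 80%, at 10 µM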;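 also: anti alpha tubulin signal scored within the nucleus-defined area of each cell; some results filed as inactive read as strong as hits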
Hep lipid drop = hepatic lipid droplet formation modulation. AML12 mouse hepatocytes, oleate lipid droplets, BODIPY imaging. inhibition, % at 6.5 µM. actives 0.4% (n = 240,000). AID 1656;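 active = lipid droplet intensity inhibited by at least 50%, with more than 500 cells counted; inconclusive = wells with under 300 cells, treated as cytotoxic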
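Technique: fluorescence imaging, 20x objective, two fields per well / Assay system: AML12 hepatocytes (mouse) / Measure: % inhibition of lipid droplet signal / Doses: 6.5 µM single-point dosing / Incubation: overnight exposure / Reagent: 100 µM oleic acid challenge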
Dynein cargo inh cytoplasmic EGFP = further read-out of Dynein cargo inh, marked with its call; z-score; measured here: cytoplasmic GR-EGFP intensity; hits give high values
Dynein cargo inh nuclear GR-EGFP = also measured in Dynein cargo inh; calls as there; z-score; measured here: nuclear GR-EGFP intensity;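 lower value marks the stronger effect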
Dynein cargo inh cell count = also measured in Dynein cargo inh; calls as there; z-score; measured here: cell count per field
Insulin prom up cell count = also measured in Insulin prom up; calls as there; cell count; measured here: cytotoxicity, nuclei count;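 total cells summed across four imaged fields per well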
Hep lipid drop cells 6.5 µM = also measured in Hep lipid drop; calls as there; cell count; measured here: cell count, cytotoxicity flag;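 cells counted across two imaged fields per well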
MT stabilize HCS Hoechst-high % = second read-out of MT stabilize HCS, no call of its own (marks repeat the call); % Hoechst-high responders; measured here: nuclear condensation Hoechst responders;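 share of cells brighter than vehicle mean plus two SD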
MT stabilize HCS cytotoxicity % = second read-out of MT stabilize HCS, no call of its own (marks repeat the call); toxicity, %; measured here: cytotoxicity by cell density;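 0% = mean cell density of plate MIN control wells and 100% = no cells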
Autophagy HCS cell loss 18 h = further read-out of Autophagy HCS, marked with its call; toxicity, %; measured here: cell loss, nuclei count;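 cell loss after 18 h compound exposure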
Numbers without * were called inactive; i = inactive; u = inconclusive; x = no result given.

| smiles | Dynein cargo inh | Dynein cargo inh cytoplasmic EGFP | Dynein cargo inh nuclear GR-EGFP | Dynein cargo inh cell count | Yfh1-depleted yeast | P. falciparum M1AAP | M17LAP inhibition | Insulin prom up | Insulin prom up cell count | Autophagy HCS | Autophagy HCS cell loss 18 h | CSM14.1 death rescue | MT stabilize HCS | MT stabilize HCS Hoechst-high % | MT stabilize HCS cytotoxicity % | Hep lipid drop | Hep lipid drop cells 6.5 µM |
| --- | --- | --- | --- | --- | --- | --- | --- | --- | --- | --- | --- | --- | --- | --- | --- | --- | --- |
| Cc1cccc(NC(=O)c2ccc(NCC3CCCO3)c([N+](=O)[O-])c2)c1 (centres undefined) | -0.694 | -0.21 | 0.433 | 0.129 | i | 5.4% | -5.8% | x | x | i | -42.5 | -1.4% | 2.5 | 3.0 | 1.0 | -19.7 | 612 |
| COc1ccc(CNC(=O)C2CC(c3ccccc3[N+](=O)[O-])=NO2)cc1 (centres undefined) | -0.261 | -0.158 | 0.0824 | 0.134 | i | 1.7% | -1.2% | x | x | i | 7.2 | -1.1% | 3.4 | 2.8 | 5.7 | x | x |
| CCOC(=O)CN1C(=O)S/C(=C/c2ccc3c(c2)n(C)c(=O)n3C)C1=O | 1.94 | -0.152 | 2.15 | -2.58 | i | -3.7% | -2.0% | 1.08 | 1338 | i | 5.1 | -1.7% | 1.8 | 1.7 | 5.3 | 3.1 | 584 |
| COc1ccc(C(=O)NCc2nnc(SCC(=O)Nc3nc4ccccc4s3)o2)cc1OC | -0.338 | -0.238 | -0.624 | 0.749 | i | 6.3% | 0.6% | -0.7 | 1401 | i | 2.9 | 1.0% | 2.1 | 3.3 | 4.7 | -1.0 | 641 |
| O=C(O)c1ccc(Sc2nnnn2-c2ccccc2)c([N+](=O)[O-])c1 | -0.159 | -0.203 | -0.194 | 0.245 | i | 1.8% | 2.0% | 1.15 | 1511 | i | 0.5 | -1.2% | 1.2 | 1.7 | 9.1 | x | x |
| Cn1c(=O)[nH]c(Nc2ccc(F)cc2)c([N+](=O)[O-])c1=O | -1 | -0.0848 | -0.656 | 0.199 | i | 12.2% | 44.4% | -0.03 | 1316 | i | 9.5 | -1.2% | 2.8 | 1.5 | 2.4 | -4.0 | 683 |
| COc1ccc(N2CCN(C(=O)CCc3c[nH]c4ccccc34)CC2)cc1 | -0.0676 | -0.193 | 0.0111 | 0.313 | i | 5.6% | 4.7% | 0.61 | 1597 | i | -8.6 | -0.8% | 1.9 | 2.5 | 9.0 | -11.4 | 666 |
| N#Cc1cc(S(=O)(=O)c2ccc(F)cc2)c(N)[nH]c1=O | 1.53 | -0.152 | 1.22 | -1.4 | i | -0.6% | 4.8% | 0.66 | 1552 | i | 14.3 | -0.6% | 4.1 | 1.8 | 9.0 | 0.3 | 647 |
| N#Cc1c(NC(=S)NC(=O)C2CCCC2)sc2c1CCCCC2 | 0.763 | -0.0537 | 0.681 | -0.741 | i | 16.9% | 7.5% | -0.29 | 1206 | i | 4.6 | -1.1% | 3.7 | 2.6 | 9.1 | -4.2 | 634 |
| Cn1nc(C(C)(C)C)cc1C(=O)NNC(=O)c1cccc(Cl)c1 | -0.052 | -0.234 | -0.252 | -0.338 | i | 5.6% | 2.2% | x | x | x | x | x | x | x | x | 13.0 | 744 |
| CCOC(=O)c1oc2c(CN3CCCCC3C)c(O)ccc2c(=O)c1-c1ccc(OC)c(OC)c1 (centres undefined) | -0.924 | -0.266 | -0.247 | 0.557 | i | 10.0% | 20.2% | -0.47 | 1178 | i | 0.7 | 0.5% | 3.2 | 1.8 | 45.4 | -12.0 | 712 |
| CN(C)CCNc1nc(-c2ccco2)c2c(c1C#N)CC(C)(C)OC2 | -0.565 | -0.238 | -0.221 | -0.108 | i | 7.3% | -17.8% | x | x | i | 4.8 | -1.6% | 3.5 | 1.9 | 4.4 | -4.6 | 629 |
| Cc1cc(NC(=O)CSCc2ccccc2)no1 | 0.216 | 0.0323 | 0.0893 | -0.128 | i | 7.2% | 4.8% | -0.28 | 1611 | i | 35.0 | 0.5% | 3.4 | 1.3 | 4.8 | 6.9 | 677 |
| C/C(CC(=O)Nc1cc(Cl)ccc1C)=N\NC(N)=O | -1.29 | -0.255 | -0.817 | 1.09 | i | 5.5% | 4.1% | 0.76 | 1450 | x | x | x | x | x | x | 16.1 | 732 |
| CCCn1c(C)cc(C(=O)COc2ncnc3sccc23)c1C | 0.522 | -0.203 | 0.538 | 0.707 | i | 7.5% | 17.9% | -0.63 | 1321 | i | 2.6 | -2.3% | 2.6 | 4.5 | 9.6 | x | x |
| O=C1NN=C(c2ccccc2)CC1c1ccc(Cl)cc1Cl (centres undefined) | -0.619 | 0.15 | -0.301 | 0.733 | i | 1.3% | 17.1% | -0.25 | 1317 | i | 16.5 | -6.3% | 2.8 | 2.5 | 5.1 | 9.4 | 720 |
| O=C(NC1CCS(=O)(=O)C1)C1C2CC3CC(C2)CC1C3 (centres undefined) | 1.12 | 0.198 | 1.17 | -2.83 | i | -2.1% | 1.8% | 0.26 | 1046 | i | -3.7 | 2.0% | 3.2 | 2.5 | 3.4 | -4.4 | 677 |
| CCN(CC)S(=O)(=O)c1cccc(NC(=O)COC(=O)/C=C/c2cccs2)c1 | 1.94 | -0.188 | 0.966 | -1.14 | i | -2.2% | 11.5% | 0 | 932 | x | x | x | x | x | x | 35.3 | 692 |
| COC(=O)c1ccc2c(=O)[nH]c(CSc3nc(-c4ccc(F)cc4)cs3)nc2c1 | 0.041 | -0.131 | -0.332 | 0.502 | i | 1.0% | 17.2% | -0.13 | 1385 | i | -9.6 | 0.4% | 3.7 | 2.4 | 5.9 | 7.2 | 689 |
| COc1ccc(OC)c(NC(=O)CCN2CCN(c3ccccc3)CC2)c1 | 0.838 | -0.123 | 0.737 | -0.49 | i | -0.6% | 3.3% | -1.18 | 888 | i | -7.6 | 1.8% | 2.2 | 2.0 | 0.8 | x | x |
| O=C(CC(Nc1ccccc1)C(=O)O)c1ccccc1 (centres undefined) | x | x | x | x | i | 5.6% | 9.5% | -1.04 | 1258 | x | x | -3.9% | x | x | x | x | x |
| CCCCN(C(=O)CN1C(=O)C2CC=CCC2C1=O)c1c(N)n(CCC)c(=O)[nH]c1=O (centres undefined) | -0.514 | 0.139 | -0.24 | 0.513 | i | 0.0% | 2.6% | 0.8 | 1768 | i | 6.4 | -2.2% | 5.5 | 4.3 | 12.2 | 0.2 | 641 |
| Nc1cccc(C(=O)Nc2ccccc2Cl)c1 | 0.387 | -0.168 | 0.198 | -0.56 | i | 3.3% | -7.5% | x | x | i | -7.9 | 1.2% | 2.0 | 2.4 | 10.9 | x | x |
| CCn1c(SCC(=O)NNC(=O)Cc2ccccc2)nnc1-c1ccccc1 | 1.46 | -0.0645 | 0.826 | -1.12 | i | 4.8% | -3.4% | -0.14 | 1664 | i | -10.0 | 0.8% | 3.0 | 1.6 | 0.7 | x | x |
| CCOC(=O)c1c(C)n(OCc2ccccc2)c2ccc3nonc3c12 | -0.674 | -0.0872 | -0.143 | 0.445 | i | u | -20.6% | -0.46 | 1721 | i | 8.7 | -2.4% | 3.5 | 3.0 | 4.7 | -5.9 | 670 |
| CCOC(=O)C(=CNc1cc(C)ccn1)C(=O)OCC | -0.206 | -0.231 | -0.175 | 0.35 | i | 6.8% | 6.3% | 0.02 | 1555 | i | -5.0 | -0.6% | 1.5 | 2.8 | 7.6 | -1.0 | 633 |
| O=C(CN(C1CCCCC1)S(=O)(=O)c1ccc(Cl)cc1)NCCCO | 0.751 | 0.0169 | 1.12 | -0.653 | i | 1.2% | -1.4% | -0.56 | 1530 | i | -10.5 | 1.4% | 3.9 | 1.5 | 6.3 | x | x |
| Fc1ccc(N2CCN(Cc3ccccn3)CC2)cc1 | -0.414 | -0.292 | 0.125 | 0.436 | i | 2.6% | -4.7% | 0.76 | 1440 | i | -2.8 | 0.3% | 7.7 | 2.4 | 7.1 | 19.5 | 675 |
| COc1ccc(NC(=O)COC(C)=O)cc1Cl | -0.808 | -0.269 | -0.67 | 0.735 | i | -9.3% | 14.8% | 0.83 | 1300 | i | -10.2 | 3.5% | 3.2 | 2.7 | 2.6 | -0.1 | 542 |
| O=C(CSC1=NCCS1)Nc1cccc(F)c1 | -1.22 | -0.292 | -0.81 | 0.853 | i | 3.5% | 24.9% | -0.28 | 1446 | i | -2.1 | -2.1% | 3.3 | 2.2 | 7.8 | 9.7 | 632 |
| CS(=O)(=O)N1N=C(c2cccs2)CC1c1ccco1 (centres undefined) | 2.26 | 0.125 | 1.23 | -1.52 | i | -0.7% | -2.6% | x | x | i | 7.4 | -0.9% | 2.0 | 1.3 | 2.4 | -1.0 | 630 |
| CC(=O)OCCCNc1cc(Sc2ccc(C)cc2)c2nonc2c1[N+](=O)[O-] | -4.61* | 1.3* | -2.58* | 1.03* | i | 6.1% | -3.8% | -0.19 | 1146 | i | 8.6 | -1.7% | 2.9 | 2.0 | 7.0 | -14.9 | 462 |

Source: PubChem (several laboratories)

Not a hit list (roughly 3.5% active in at least one column).
